High-throughput results as filed in PubChem.
Giardia kill – Small Molecules that selectively kill Giardia lamblia: qHTS. Giardia lamblia trophozoite viability. activity change, % at 7.66 µM, hits read low. 340,000 compounds, 0.15% hits; in the data active means activity change below about -80%; inconclusive means between about -30% and that limit;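 further: parasites exposed to compound for two days anaerobically before the ATP read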
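Anaerobic 48 hrs incubation at 37 deg C of 100 trophozoites/well with test compounds; ATPLite 1-Step luminescence, 15-30 min RT, reports cellular ATP as viability.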
hERG WT inh – qHTS for Inhibitors of KCHN2 3.1: Wildtype qHTS. Voltage-gated inwardly rectifying potassium channel KCNH2 (Homo sapiens), Q12809. U2OS, BacMam KCNH2, thallium flux FluxOr; stronger effect = lower value. activity change, % at 1.84 µM. 340,000 compounds, 0.37% hits. AID 720551, 2013;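 active means maximum activity change below -70%; inconclusive means maximum activity change between -70% and -50%; inactive means maximum activity change above -50%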
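U2OS cells transduced with wild-type KCNH2 virus are loaded with FluxOr dye for 45 min, and thallium flux is measured in kinetic reads before and after stimulation buffer. Rate constants are normalized to DMSO controls.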
Eya2 inh – qHTS Assay for Inhibitors of the Phosphatase Activity of Eya2; Potency, µM (top dose mostly 76.9 µM), inactives show top-dose activity, negative = inhibition, most hits filed as inhibitors; AID 488837, 2010; Protein phosphatase EYA2 (Homo sapiens), O00167; recombinant Eya2, OMFP fluorescence dephosphorylation (OMFP is methylfluorescein phosphate); 330,000 compounds, 0.006% hits; further: potency means the concentration at half of the fitted maximal effect
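Eya2 (0.2 uM) preincubated 10 min at ambient with compound, then OMFP substrate added at 50 uM; 10 min reaction in 50 mM HEPES pH 7.5, 50 mM NaCl, 5 uM MgCl2, 0.05% BSA, 1 mM DTT. Fluorescence read at Ex 485/Em 525 nm.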
B2AR arrestin – qHTS assay of beta-arrestin-biased ligands of beta2-adrenergic receptor. Beta-2 adrenergic receptor (Homo sapiens), P07550. beta-arrestin recruitment to beta2AR, cell-based reporter. Potency, µM (top dose mostly 46.1 µM), inactives show at the highest dose activation, most hits filed as activators. 330,000 compounds, 0.02% hits. AID 492947, 2010;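 further: potency means the concentration at half of the fitted maximal effect; 0% = DMSO controls and full agonism = EC100 isoproterenol or metaproterenol; nearly all actives have a fitted effect of over 65% in size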
BCR signal inh – qHTS Assay to Find Inhibitors of Chronic Active B-Cell Receptor Signaling | ABC-DLBCL IkBa-CBG/CBR reporter, luminescence ratio, 4 h | Potency, µM (top dose mostly 46.1 µM), inactives show at the top dose ratio change, negative = lower green/red ratio, hits mostly inhibitors | 340,000 compounds, 0.05% hits; active means well fitted inhibition curve with a large enough effect in the signal ratio, with a control signal flat, not every such curve was filed as active; inconclusive means small, poorly fitted or top-dose-only effect, or effect the other way, or a change in a side signal; the % refers to the signal ratio;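 further: potency means the concentration at half of the fitted maximal effect; plate controls were basal doxycycline-induced cells for no effect and cells given 10 µM MG132 for full effect; MG132 reads +100%, hits lower the ratio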
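Concentration-response series (up to 46 uM) were applied to TMD8 dual-reporter cells for 4 h at 37C with doxycycline. Green/red ratio, after filter-overlap correction, defined %Activity; red signal alone was normalised to basal cells and zero luminescence.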
GALK inh – qHTS Assay for Inhibitors of Human Galactokinase (GALK). 270,000 compounds, 0.007% hits. Potency, µM (highest dose often 57.5 µM), inactives show at the top dose activity change, negative = inhibition, usual class: inhibitors. AID 1868, 2009. Purified GALK, Kinase-Glo residual ATP luminescence. P51570; further: potency means the concentration at half of the fitted maximal effect
Target sequence (P51570 whole entry, looked up): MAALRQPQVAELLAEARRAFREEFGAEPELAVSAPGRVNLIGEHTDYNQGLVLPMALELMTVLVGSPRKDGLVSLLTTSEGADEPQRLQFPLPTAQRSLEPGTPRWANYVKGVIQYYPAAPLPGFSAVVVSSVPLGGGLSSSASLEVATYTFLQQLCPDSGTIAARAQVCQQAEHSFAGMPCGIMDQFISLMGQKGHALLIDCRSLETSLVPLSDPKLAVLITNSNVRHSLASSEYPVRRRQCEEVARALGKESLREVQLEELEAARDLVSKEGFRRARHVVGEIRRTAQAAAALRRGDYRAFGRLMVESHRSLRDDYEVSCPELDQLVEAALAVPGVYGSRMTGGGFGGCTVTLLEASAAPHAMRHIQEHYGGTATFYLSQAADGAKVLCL
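Luminescence from leftover ATP (Ultra-Glo luciferase/luciferin) served as read-out after a 1 h room-temperature reaction of 5 nM GALK with 35 uM ATP and 100 uM galactose.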
USP2a block – qHTS Assay for Inhibitors of Ubiquitin-specific Protease USP2a Using CHOP2 as the Reporter | Ubiquitin carboxyl-terminal hydrolase 2 (Homo sapiens), O75604 | USP2 core, Ub-CHOP2 coupled fluorogenic reporter, 485/531 | Potency, µM (highest dose often 38.3 µM), without a hit: at the top dose activity change, negative = inhibition, most hits filed as inhibitors | 330,000 compounds, 0.01% hits;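 further: potency means the concentration at half of the fitted maximal effect; plate controls were DMSO wells for no effect and full inhibition by NEM control for full effect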
Target sequence (O75604 whole entry, looked up): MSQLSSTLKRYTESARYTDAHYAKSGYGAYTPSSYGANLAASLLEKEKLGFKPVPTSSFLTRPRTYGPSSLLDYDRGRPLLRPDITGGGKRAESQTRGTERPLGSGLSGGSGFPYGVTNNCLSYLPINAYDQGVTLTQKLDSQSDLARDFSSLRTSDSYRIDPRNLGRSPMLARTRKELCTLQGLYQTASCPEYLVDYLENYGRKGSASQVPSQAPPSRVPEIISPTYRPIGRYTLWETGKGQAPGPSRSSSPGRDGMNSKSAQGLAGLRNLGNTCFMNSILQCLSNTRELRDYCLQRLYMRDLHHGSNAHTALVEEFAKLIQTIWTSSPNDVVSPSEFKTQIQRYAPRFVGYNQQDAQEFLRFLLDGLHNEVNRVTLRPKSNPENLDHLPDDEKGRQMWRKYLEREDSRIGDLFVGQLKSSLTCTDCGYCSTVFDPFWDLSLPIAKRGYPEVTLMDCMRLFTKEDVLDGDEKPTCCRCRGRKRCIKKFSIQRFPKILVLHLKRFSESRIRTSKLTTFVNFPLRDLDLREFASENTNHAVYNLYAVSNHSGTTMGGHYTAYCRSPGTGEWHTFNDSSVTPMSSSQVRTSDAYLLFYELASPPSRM
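USP2 core (10nM final) preincubated 30min RT with compound in 20mM Tris-HCl pH 8.0, 2mM CaCl2, 2mM beta-mercaptoethanol, 0.05% CHAPS; 25nM Ub-CHOP2 plus 25nM reporter substrate added, fluorescence (Ex485/Em531) read after 60min.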
PKM2 act – qHTS Assay for Activators of Human Muscle isoform 2 Pyruvate Kinase; purified PKM2, Kinase-Glo ATP luminescence, activation; response scale: 0% is enzyme alone, no compound; 260,000 compounds, 0.34% hits; Potency, µM (doses to about 57.5 µM), without a hit: at the highest dose activation, usual class: activators; Pyruvate kinase PKM (Homo sapiens), P14618; further: potency means the concentration at half of the fitted maximal effect; nearly all actives have a fitted effect of over 55% in size
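Purified hPK-M2 (>95%) run at intermediate activity with 0.1 mM ADP and 0.5 mM PEP in 50 mM imidazole pH 7.2, KCl, MgCl2; 1 h room temperature. ATP formed read by Kinase-Glo luminescence; normalized to uninhibited and no-enzyme controls.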
uPA surface inh – qHTS for Inhibitors of Cell Surface uPA Generation | Potency, µM (highest dose often 38.3 µM), without a hit: top-dose activity change, negative = inhibition, usual class: inhibitors | cell surface uPA generation assay, qHTS | 330,000 compounds, 0.31% hits; active means well fitted inhibition curve with a large enough effect; inconclusive means small, poorly fitted or top-dose-only effect; inactive means no such curve, though single readings can be large or run the other way; tested in mouse RAW 264.7 cells; further: potency means the concentration at half of the fitted maximal effect; nearly all actives have a fitted effect of over 55% in size
KCNH2 3.1 inh – qHTS for Inhibitors of KCHN2 3.1: Mutant qHTS. U2OS KCNH2 3.1, thallium flux FluxOr; stronger effect = lower value. activity change, % (tested at about 1.8 µM). 340,000 compounds, 0.95% hits;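 active means maximum activity change below -70%; inconclusive means maximum activity change from -70% to -50%; inactive means maximum activity change above -50%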;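 further: thallium influx rate constant from kinetic fluorescence after stimulation buffer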
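We transduce U2OS cells with the mutant 3.1 virus, culture them overnight, load FluxOr with Red40 quencher for 45 min, then add stimulation buffer and read kinetically for 2 min to derive a normalized rate constant.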
FBPA coupling cs – qHTS Assay for Inhibitors of Fructose-1,6-bisphosphate Aldolase from Giardia Lamblia: Coupling assay counterscreen | coupling enzyme system counterscreen, AmpLite Red fluorescence | 290,000 compounds, 0.67% hits | activity change, negative = inhibition, % at 58.2 µM, hits read low | AID 2472, 2010; in the data active means activity change below about -30%
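Counterscreen lacking aldolase: glyceraldehyde-3-phosphate coupling-enzyme reagent preincubated 10 min at RT with compound (at 57.5 uM final), then substrate/coupling system with AmpLite Red added; fluorescence read at 525/598 nm after 20 min RT.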
An asterisk follows results filed as active; ? = inconclusive; . = no result given; [ ] = another dose, or the depositor's remark. Unless noted, the call rests on the fitted dose curve; in most records, active means well fitted curve in the direction sought with a large enough effect; inconclusive means small, poorly fitted or top-dose-only effect, or another doubt; inactive means no such curve, though single readings can be large; an effect the other way counts as inactive or inconclusive. Unless noted, on the % scale 0 is the no-effect control and ±100 the full control effect.

SMILES | Giardia kill | hERG WT inh | Eya2 inh | B2AR arrestin | BCR signal inh | GALK inh | USP2a block | PKM2 act | uPA surface inh | KCNH2 3.1 inh | FBPA coupling cs
Cc1nnc(NC(=O)CSc2ccc(-c3ccco3)nn2)s1 | -3 | -1 | -11% | 0.3% | 1% | -1% | 3% | 20µM* | -3% | -3 | -2
Cc1cc(C)c(C(=O)OCC(=O)NC(=O)c2ccccc2)c(C)c1 | 7 | 5 | 11% | -0.7% | -2% | . | 2% | . | 23% | -15 | .
CCC(C)(C)NC(=O)c1cc(OC)c(OC)cc1[N+](=O)[O-] | -18 | 2 | 2% | -1.0% | 6% | -2% | 4% | -5% | -3% | -4 | 1
O=C(CSc1nc2c(c(=O)n1-c1ccc(Cl)cc1)SCC2)N1CCOCC1 | 13 | 1 | 3% | 0.0% | 13% | 0% | 0% | -7% | -3% | -35 | -4
Cc1cc(C(=O)COc2ccccc2C#N)c(C)n1C1CC1 | 12 | -3 | -1% | 0.1% | -18% | . | 1% | . | 4% | 27 | .
COc1cc(/C=N/N=C(/C(=O)c2ccccc2)c2ccccc2)cc(OC)c1O | -18 | 19 | -5% | 5.9% | -10% | 0% | -11% | 5% | 7% | -1 | -2
CCOc1ccccc1/C=N/NC(=O)c1cccc(S(=O)(=O)N(CC)CC)c1 | 13 | -2 | 10% | 0.5% | -6% | 0% | 0% | -3% | 0% | 6 | -38*
CCN(CC)C(=O)Cn1cc(S(=O)(=O)CC(=O)NCCc2ccccc2)c2ccccc21 | -1 | -7 | -5% | 0.1% | -13% | 4% | 3% | 5% | -7% | 0 | .
CN(C)/C=N/C(=S)Nc1ccc(Br)cc1F | -4 | 1 | -5% | 0.2% | -22% | -2% | 4% | -4% | -6% | -20 | 1
O=C(NCC1CCCO1)c1ccc2c(c1)C(=O)N(c1cccc([N+](=O)[O-])c1)C2=O (configuration not stated) | 19 | 5 | -5% | 0.4% | ? | 0% | 2% | . | 3% | -14 | 2
CCOc1ccccc1NC(=O)C1CCN(S(=O)(=O)c2ccc(OC)c(OC)c2)CC1 | 5 | -6 | 15% | 0.8% | 3% | 2% | -1% | 12% | 10% | -4 | -2
O=C(c1cc2ccccc2c(=O)o1)N1CCc2ccccc2C1 | 7 | 32 | -16% | 0.5% | -15% | -1% | -8% | -2% | 1% | 2 | 0
Cc1ccc(S(=O)(=O)NCCN2CCOCC2)cc1 | -20 | -25 | -13% | 0.1% | ? | 0% | 6% | -8% | 2% | 6 | 0
O=C(NNC(=O)c1cccs1)c1ccc(Cl)nc1 | -5 | -3 | 13% | -1.5% | ? | . | 2% | . | 1% | 21 | .
Cc1ccc(C(=O)O/N=C(\N)c2ccccc2)c(Cl)c1 | -29 | 5 | 4% | -1.0% | ? | 21% | 10% | -62% | -7% | 15 | 0
COCCCNC(=O)c1ccc2c3c(onc13)-c1ccccc1C2=O | -29 | 6 | -20% | -0.4% | ? | 1% | 8% | -1% | -10% | 10 | -32*
Cc1cc2ccccn2c1C(=O)Nc1ccc(Cl)cc1 | -1 | 2 | 4% | -0.4% | ? | -1% | 1% | 3% | -3% | 2 | 1
COc1ccccc1CN(C)C(=O)CNC(=O)c1cccc(Cl)c1 | 7 | -6 | 6% | -0.5% | 2% | -4% | 5% | . | 4% | -8 | 2
O=C(CN1C(=O)NC2(CCCC2)C1=O)NNC(=O)c1ccc(Cl)cc1 | ? | -21 | 15% | 0.0% | 7% | . | 2% | . | 6% | 15 | .
CCSC1(SCC)N=C(N)C2(C#N)C(c3ccc(OC)c(OC)c3OC)C12C#N (configuration not stated) | -7 | -8 | -24% | -0.3% | ? | 1% | 1% | 4% | -16% | 1 | -8
COC(=O)c1[nH]c2ccc(F)cc2c1NS(=O)(=O)c1ccc(F)c(C)c1 | -4 | 8 | 2% | -0.3% | -5% | . | 0% | ? | -3% | -7 | -4
O=C(NCc1cccnc1)c1nc(-c2ccccc2)n(-c2ccccc2)n1 | -14 | -12 | -1% | -0.9% | ? | -4% | 0% | -5% | -1% | -9 | .
O=C(O)c1ccc2c(c1)C(=O)N(c1ccc(Cl)cn1)C2=O | -11 | 22 | 6% | -0.7% | -8% | -2% | 1% | -23% | -10% | -1 | 1
COc1cc(C)nc(Oc2ccc(/C=N/O)cc2)n1 | -6 | -5 | -10% | 0.1% | ? | 5% | 0% | 1% | 3% | 7 | 1
Cn1ccnc1SCC(=O)NC1CCCC1 | -2 | -2 | 3% | 3.3% | 12% | 0% | 1% | -3% | 2% | 8 | 4
Cc1ccc(SCCC(=O)OC(C)C(=O)Nc2ccccc2)cc1 (configuration not stated) | 18 | -8 | -31% | -0.3% | -1% | . | 3% | . | -7% | 4 | .
CC(C)C(=O)NNS(=O)(=O)c1ccccc1[N+](=O)[O-] | 11 | -7 | 1% | -0.3% | 7% | 3% | 2% | 2% | 7% | 6 | 1
COc1cc(CC(=O)OCC(=O)Nc2cc([N+](=O)[O-])ccc2F)cc(OC)c1OC | -15 | . | 4% | -0.8% | ? | -3% | 4% | -9% | 12% | 4 | -19
Cc1ccc2c(C)c(C(=O)N3CCCCC3CO)oc2c1C (configuration not stated) | -8 | -1 | 5% | 0.8% | -16% | 1% | 2% | 4% | -4% | 15 | 9
O=C1C=CC(=O)N1Cc1ccccc1 | 16 | 6 | 7% | 0.1% | -3% | . | 0% | -1% | 7.9µM* | -31 | 5
Cc1ccc(NC(=O)COC(=O)C2CC(=O)N(Cc3ccccc3)C2)cc1S(=O)(=O)N(C)C (configuration not stated) | -6 | 4 | 5% | 0.3% | ? | -3% | -1% | -1% | . | 6 | -1
O=C(CSc1ccc2nnc(-c3ccncc3)n2n1)NCc1ccco1 | -4 | -5 | 1% | 0.2% | 1% | 1% | -1% | 24% | 14% | 2 | -1
CS(=O)(=O)N(CCc1ccccc1)CC(=O)NCC1CCCO1 (configuration not stated) | 8 | 3 | 11% | -0.5% | 3% | 3% | 0% | 21% | 3% | 13 | 0
C/C(=N\NC(=O)c1nc2ccccn2c1C)c1cc2ccccc2o1 | 3 | 1 | 12% | -1.0% | ? | 1% | 2% | 0% | . | 9 | 3
Cc1ccc(OCCCCN2CCC(C)CC2)c(Br)c1 | 11 | 39 | -9% | -0.1% | ? | -2% | 6% | -5% | 1% | -5 | 1
CSCCCNC(=O)c1ccc(OC2CCN(C(=O)c3cccnc3)CC2)cc1 | 9 | -2 | 5% | -0.3% | ? | 0% | 1% | 1% | -19% | -1 | 0
O=C(c1ccc(NS(=O)(=O)c2ccc(F)cc2)cc1)N1CCC1 | 0 | -10 | 14% | -0.8% | -10% | . | 2% | . | 14% | 11 | .
O=C(CCC(=O)N1CCN(c2cccc(Cl)c2)CC1)c1cccs1 | 10 | -1 | 12% | 0.4% | 1% | . | 0% | . | 1% | 8 | .
COc1cc(C(=O)NCC(=O)OCC(=O)Nc2nnc(-c3ccccc3)o2)cc(OC)c1OC | -23 | -1 | 10% | -1.0% | ? | . | 1% | . | 18% | 4 | .
CCOc1cc(/C=C2/C(=O)ON=C2C)ccc1OCc1ccc(F)cc1 | -2 | -13 | -1% | -1.4% | 15% | -4% | -6% | ? | 12% | 13 | 1
CCc1ccc(NC(=O)Cn2nnc(C(=O)NCCc3ccc(OC)c(OC)c3)c2N)cc1 | -10 | 1 | 2% | -0.5% | 0% | 4% | 1% | . | 4% | -3 | 1
CCNc1cc(S(=O)(=O)C(F)(F)F)ccc1N | 4 | 2 | -4% | ? | 3% | 2% | -1% | -2% | -1% | -3 | -20
O=c1[nH]c(C2CCN(S(=O)(=O)c3ccccc3F)CC2)nc2c1nnn2Cc1ccc(OC(F)(F)F)cc1 | 4 | 17 | -4% | 0.1% | 3% | 5% | 0% | -7%[0.46 µM] | 5% | -26 | -4

Rows are unselected. About 2.4% of those tested had a hit in this group.
